# PMI act: activators of human phosphomannose isomerase | hit rate 0.005% among 190,000 | purified human PMI, coupled resazurin fluorescence, 20 min; hits give high values; 1 = vehicle control, 0 substrate-free wells | activation factor at 20 µM | P34949;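 active = activation factor of 2 or more at 20 µM, relative to plate controls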
# S1P3 antag: blocks the human S1P3 receptor. Q99500. CHO S1P3 NFAT-BLA reporter, FRET fluorescence, antagonist mode. inhibition, % at 4.98 µM. hit rate 0.27% among 170,000;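 active = inhibition above the plate cutoff, the mean inhibition of test wells on that plate plus 3 SD, cut at about 28% in these data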;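 also: cells challenged with S1P at its EC80 of 0.8 µM; blue over green emission ratio from cleaved BLA substrate after 4 h stimulation; 0% = S1P-stimulated wells and 100% = unstimulated DMSO-only wells; some compounds past the cut are filed as inactive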
# Target sequence (Q99500 whole entry, looked up): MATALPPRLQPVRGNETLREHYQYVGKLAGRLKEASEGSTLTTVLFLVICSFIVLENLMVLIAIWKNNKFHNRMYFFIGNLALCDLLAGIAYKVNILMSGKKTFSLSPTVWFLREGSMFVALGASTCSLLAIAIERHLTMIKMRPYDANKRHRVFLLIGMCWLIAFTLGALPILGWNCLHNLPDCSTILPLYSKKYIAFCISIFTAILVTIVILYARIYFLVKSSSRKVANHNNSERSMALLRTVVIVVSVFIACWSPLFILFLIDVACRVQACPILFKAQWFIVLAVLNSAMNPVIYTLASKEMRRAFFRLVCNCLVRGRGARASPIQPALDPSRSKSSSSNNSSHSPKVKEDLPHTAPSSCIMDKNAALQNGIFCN
# G6PDH CS: counter-screen for G6PDH assay hits: L. mesenteroides G6PDH inhibition; AID 1020; hit rate 0.12% among 200,000; Purified L. mesenteroides G6PDH, diaphorase/resazurin coupled fluorescence, 45 min; inhibition, % at 5 µM; in the data active = inhibition above about 50%
# PMI act satM6P: PMI (human) activation, high substrate; P34949; hit rate 0.34% among 190,000; activation factor at 20 µM; coupled PMI enzyme assay, resazurin fluorescence, 20 min; hits give high values; 1 = untreated enzyme, 0 = substrate-free blank;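 active = activation factor of 2 or more at 20 µM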
#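 Test system: human phosphomannose isomerase with PGI, G6PDH, diaphorase coupling enzymes; amount: 15 ng/mL PMI; incubation: enzyme reaction with compound 20 min at room temperature; technique: resorufin fluorescence (Ex 544/Em 590 nm) from resazurin via diaphorase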
# SRC2 TRFRET art: flags TR-FRET format artefacts in PPARgamma SRC-2 recruitment agonist screen. TR-FRET ratio at 8 µM. TR-FRET artefact counter-screen; hits give high values. AID 1049. hit rate 0.4% among 200,000; in the data active = TR-FRET ratio above about 2000; also: inactives centre near 1500
# PPARg SRC-3 ag: promotes SRC-3 coactivator recruitment by human PPARgamma | hit rate 0.26% among 200,000 | P37231 | biochemical PPARgamma/SRC-3 coactivator recruitment assay | activation, % at 8 µM; in the data active = activation above about 23%;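 also: 0% = DMSO and 100% = reference agonist; some compounds past the cut are filed as inactive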
# Target sequence (P37231 whole entry, looked up): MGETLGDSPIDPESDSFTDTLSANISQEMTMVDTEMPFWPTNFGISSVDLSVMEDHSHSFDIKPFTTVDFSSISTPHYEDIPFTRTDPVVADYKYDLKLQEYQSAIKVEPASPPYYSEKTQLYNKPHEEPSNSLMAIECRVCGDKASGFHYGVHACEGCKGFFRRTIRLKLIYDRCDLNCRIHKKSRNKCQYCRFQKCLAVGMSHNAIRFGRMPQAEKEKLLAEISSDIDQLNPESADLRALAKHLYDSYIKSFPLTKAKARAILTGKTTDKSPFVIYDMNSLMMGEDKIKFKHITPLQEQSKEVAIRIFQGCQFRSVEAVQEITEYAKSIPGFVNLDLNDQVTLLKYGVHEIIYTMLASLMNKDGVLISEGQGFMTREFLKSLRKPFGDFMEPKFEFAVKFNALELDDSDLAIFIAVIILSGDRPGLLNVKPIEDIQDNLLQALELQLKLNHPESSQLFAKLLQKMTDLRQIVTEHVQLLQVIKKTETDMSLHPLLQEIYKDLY
# Diaphorase inh: inhibits diaphorase or chemically oxidizes, flagging diaphorase assay artifacts. hit rate 0.69% among 190,000. AID 1217. diaphorase resazurin-to-resorufin fluorescence, NADH, 16 min; bacterial (C. kluyveri) enzyme, not human. inhibition, % at 20 µM;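 active = primary screen inhibition at 20 µM above a set limit, cut at about 50% in these data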;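 also: plate controls were DMSO with full reaction for no effect and wells lacking NADH for full effect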
#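 System: Diaphorase enzyme from Clostridium kluyveri | Amount: Enzyme working solution with 0.14 U/mL diaphorase | Benchmarks: No-NADH positive control and DMSO neutral control | Signal: Fluorescence of resorufin formed from resazurin, Ex 544/Em 590 nm | Schedule: 16-min room-temperature incubation before reading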
# PPARg SRC-1 ag: PPARgamma-driven SRC-1 recruitment agonism; P37231; PPARgamma-SRC-1 coactivator recruitment biochemical assay; activation, % at 8 µM; hit rate 0.41% among 200,000; AID 631; in the data active = activation above about 19%;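 also: 0% = DMSO and 100% = reference agonist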
# ROMK primary: human ROMK K+ channel modulation, primary screen. Tet-inducible ROMK, thallium flux fluorescence; actives lie on both sides. B-score at 10 µM. hit rate 2% among 130,000. AID 1918;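 active = signal ratio slope over the read window, or its plate-corrected B-score, at least 3 SD from the plate mean, either direction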;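 also: B-score of the F/F0 ratio slope over 7 to 12 s after thallium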
# Diaphorase act: counter-screen for diaphorase-based assays: diaphorase activators and chemical reducers | hit rate 0.005% among 190,000 | activation factor at 20 µM | AID 1229 | Diaphorase/resazurin coupled assay, resorufin fluorescence, 16 min; hits give high values; 1 = vehicle wells, 0 = NADH-free wells;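 active = diaphorase activity raised at least twofold by the compound at 20 µM; inactive = activation factor below 2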
#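 Material: Purified diaphorase enzyme from Clostridium kluyveri | Buffer or medium: 50 mM HEPES pH 7.4 with 4.542 mM MgCl2, 0.005% Tween 20 | Times: 16 min enzyme reaction, ambient temperature | Signal: Red resorufin fluorescence at 544/590 nm excitation/emission | Measure: Increased resorufin signal from activators or reducing compounds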
# PPARg SRC-2 ag: promotes SRC-2 coactivator recruitment by human PPARgamma. P37231. hit rate 0.34% among 200,000. AID 1032. activation, % at 8 µM. PPARgamma LBD-SRC-2 recruitment, biochemical; in the data active = activation above about 22%;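 also: 0% = vehicle and 100% = reference agonist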
# The depositor's hits bear a star; x = no result given. The order is random, and some 3.3% of all compounds hit somewhere here.
item	compound	PMI act	S1P3 antag	G6PDH CS	PMI act satM6P	SRC2 TRFRET art	PPARg SRC-3 ag
1	Cc1cc(-c2nnc(SCC(=O)c3ccc4c(c3)OCCO4)o2)no1	1	7.3	-2.1	0.8	1541	-1.3
2	COc1ccc(NC(=O)Nc2ccc(F)cc2)c(C)c1	1	-6.9	2.4	1	1530	-0.2
3	CCn1c(C)nc2cc(C(=O)N/N=C/c3ccc(O)cc3)ccc21	1	-2.4	0.5	1	1444	-2.3
4	CCN(CC)c1cc(C)c2cc(NC(=O)c3ccccc3OC)ccc2n1	1	-1.9	6.5	1.1	1729	1.1
5	Cc1cc(NS(=O)(=O)c2ccc(NC(=O)CSc3nnc(-c4ccco4)n3N)cc2)nc(C)n1	0.9	-18.3	-5.5	1	1800	4.8
6	COC(=O)c1sc(NC(=O)c2cc(-c3ccccc3)nc3ccccc23)c(C#N)c1C	0.9	x	-7.8	1	1653	22.5
7	Cc1cc(=O)[nH]c(SCC(=O)Nc2nc3ccccc3s2)n1	0.9	-4.9	5.3	0.7	1516	1.6
8	Cc1cccc2cc(CN(CCCN(C)C)C(=S)NCCc3ccccc3)c(=O)[nH]c12	0.9	10.2	7.4	1	1457	1.4
9	O=C(c1ccc(S(=O)(=O)Nc2ccccc2)cc1)N1CCOCC1	1	-9.9	-5.6	1	1538	-4.3
10	O=C(O)c1cc(NC(=O)c2ccccc2[N+](=O)[O-])ccc1O	1	-15.7	9.9	1	1476	1.2

item	Diaphorase inh	PPARg SRC-1 ag	ROMK primary	Diaphorase act	PPARg SRC-2 ag
1	20.1	-4.9	x	0.8	-1.6
2	-6.9	-2.5	-2.07*	1.1	2.6
3	8.6	-0.9	0.611	0.9	2.8
4	-2.2	8.8	-0.578	1	-3.5
5	13.3	2.5	x	0.9	5.5
6	11.9	5.4	x	0.9	4.3
7	11.0	-6.4	0.0524	0.9	-5.4
8	-4.4	-3.5	-3.06	1	-2.5
9	27.6	2.9	0.442	0.7	-0.7
10	14.9	4.6	1.27	0.9	7.1

# (continued)
item	compound	PMI act	S1P3 antag	G6PDH CS	PMI act satM6P	SRC2 TRFRET art	PPARg SRC-3 ag
11	CC1=C(C(=O)Nc2ccccc2)C(c2ccccc2[N+](=O)[O-])NC(=O)N1 (stereo not given)	0.6	-11.7	7.2	0.5	1706	5.1
12	O=C(Nc1ccccc1)C1CCCN1C(=O)Nc1ccccc1[N+](=O)[O-] (stereo not given)	0.9	-1.0	16.3	0.9	1495	15.6
13	CCCn1nnnc1NCc1ccccc1OCc1ccc(F)cc1	0.9	18.7	-0.8	1	1453	1.6
14	CC(=O)C1=C(C)NC(C)=C(C(C)=O)C1c1ccc(-c2ccccc2Cl)o1	0.9	-11.8	3.1	0.9	1573	22.5
15	CC(C)NS(=O)(=O)c1ccc(OCC(=O)Nc2ccc(F)cc2F)cc1	1	x	-1.1	0.9	1556	-5.2
16	COc1cccc(C(=O)NCCC2=CCCCC2)c1OC	1	-0.8	6.1	1	1550	-0.4
17	CN1CCCC(C#CC(O)(c2ccccc2)c2ccccc2)C1 (stereo not given)	1.1	-5.2	10.7	1.1	1611	2.2
18	COc1cc(/C=N/NC(=O)Cc2csc(C)n2)ccc1OCC(C)C	0.9	-22.4	5.7	0.9	1494	-0.4
19	CC(=O)Nc1ccc(S(=O)(=O)N(Cc2ccco2)CC2CCCO2)cc1 (stereo not given)	1	15.9	-2.3	1	1746	4.5
20	CC(=O)Nc1ccc(S(=O)(=O)Nc2nc3c(s2)CCCC3)cc1	1.2	-35.2	23.1	1.2	1656	-3.1

item	Diaphorase inh	PPARg SRC-1 ag	ROMK primary	Diaphorase act	PPARg SRC-2 ag
11	26.8	3.1	-0.49	0.7	6.0
12	9.5	1.4	-0.33	0.9	-2.7
13	8.3	-5.9	-0.15	0.9	7.9
14	18.3	16.5	-0.671	0.8	11.6
15	8.6	4.8	x	0.9	4.4
16	2.0	-1.4	x	1	-4.7
17	-13.7	6.4	-1.18	1.1	9.8
18	15.5	-6.9	-0.101	0.8	1.7
19	12.4	3.0	-0.761	0.9	0.5
20	1.6	-5.5	x	1	-1.8

# Some of the entries so far, bar-delimited:
no. | SMILES | PMI act | S1P3 antag | G6PDH CS | PMI act satM6P | SRC2 TRFRET art | PPARg SRC-3 ag | Diaphorase inh | PPARg SRC-1 ag | ROMK primary | Diaphorase act | PPARg SRC-2 ag
14 | CC(=O)C1=C(C)NC(C)=C(C(C)=O)C1c1ccc(-c2ccccc2Cl)o1 | 0.9 | -11.8 | 3.1 | 0.9 | 1573 | 22.5 | 18.3 | 16.5 | -0.671 | 0.8 | 11.6
15 | CC(C)NS(=O)(=O)c1ccc(OCC(=O)Nc2ccc(F)cc2F)cc1 | 1 | x | -1.1 | 0.9 | 1556 | -5.2 | 8.6 | 4.8 | x | 0.9 | 4.4
16 | COc1cccc(C(=O)NCCC2=CCCCC2)c1OC | 1 | -0.8 | 6.1 | 1 | 1550 | -0.4 | 2.0 | -1.4 | x | 1 | -4.7
17 | CN1CCCC(C#CC(O)(c2ccccc2)c2ccccc2)C1 (stereo not given) | 1.1 | -5.2 | 10.7 | 1.1 | 1611 | 2.2 | -13.7 | 6.4 | -1.18 | 1.1 | 9.8
18 | COc1cc(/C=N/NC(=O)Cc2csc(C)n2)ccc1OCC(C)C | 0.9 | -22.4 | 5.7 | 0.9 | 1494 | -0.4 | 15.5 | -6.9 | -0.101 | 0.8 | 1.7
19 | CC(=O)Nc1ccc(S(=O)(=O)N(Cc2ccco2)CC2CCCO2)cc1 (stereo not given) | 1 | 15.9 | -2.3 | 1 | 1746 | 4.5 | 12.4 | 3.0 | -0.761 | 0.9 | 0.5

# Ordered by the number under PMI act satM6P (rising): some entries from above.
cpd	compound	PMI act satM6P
11	CC1=C(C(=O)Nc2ccccc2)C(c2ccccc2[N+](=O)[O-])NC(=O)N1 (stereo not given)	0.5
15	CC(C)NS(=O)(=O)c1ccc(OCC(=O)Nc2ccc(F)cc2F)cc1	0.9
13	CCCn1nnnc1NCc1ccccc1OCc1ccc(F)cc1	1
17	CN1CCCC(C#CC(O)(c2ccccc2)c2ccccc2)C1 (stereo not given)	1.1

# More results:
item	compound	PMI act	S1P3 antag	G6PDH CS	PMI act satM6P	SRC2 TRFRET art	PPARg SRC-3 ag
21	CCOc1ccc(/C=N/NC(=O)CC(=O)Nc2ccc(Cl)c(Cl)c2)cc1	0.9	-6.0	4.3	1	1496	-0.3
22	Cc1nonc1C(=O)N/N=C/c1cccc(O)c1	0.8	-19.1	8.9	1	1758	2.7
23	Cc1ccc(Cn2ccc(NC(=O)c3cc(CC(C)C)on3)n2)cc1	0.8	-3.0	19.2	0.7	1514	4.6
24	COC(=O)N/N=C/c1cccs1	1	5.7	7.2	1	1251	7.1
25	Cn1c(SCC(=O)N2CCCC2)nc2ccccc2c1=O	0.9	-10.3	13.1	0.8	1488	-3.5
26	COc1cc(/C=C/C2=NC(=O)C(C)(C)O2)ccc1O	1	x	2.2	0.9	1607	-2.7
27	CC1=CCCC(C)(C)C1/C=C/C(C)=N/NC(=O)c1ccncc1 (stereo not given)	1.1	-2.5	6.9	1.1	1434	2.2
28	Cc1cc(C)c(/C=N/NC(N)=O)c(C)c1/C=N/NC(N)=O	0.9	x	15.4	0.9	1571	-1.7
29	Cc1cc(C)c2[nH]c(=O)c(=O)[nH]c2c1	1.2	-17.4	1.2	1.1	1543	-9.7
30	O=C(COc1ccccc1)Nc1ccc(OC(F)(F)C(F)F)c(NC(=O)COc2ccccc2)c1	1.1	x	4.1	1.1	1400	-0.2

item	Diaphorase inh	PPARg SRC-1 ag	ROMK primary	Diaphorase act	PPARg SRC-2 ag
21	-0.8	3.9	x	1	1.2
22	9.2	2.5	x	0.9	-5.6
23	30.4	-1.8	x	0.7	-4.6
24	-3.7	2.1	-0.127	1	3.7
25	14.6	1.4	x	0.9	-4.9
26	15.5	14.6	x	0.8	-1.2
27	1.9	2.9	-0.902	1	-0.4
28	10.4	3.6	x	0.9	-3.4
29	-1.9	9.7	x	1	1.9
30	4.8	-3.1	-0.18	1	0.5

# Continued:
item	compound	PMI act	S1P3 antag	G6PDH CS	PMI act satM6P	SRC2 TRFRET art	PPARg SRC-3 ag
31	FC(F)(F)c1cc(C(F)(F)F)c2ccc(Oc3ccccc3)nc2n1	0.9	x	8.0	1	1588	8.5
32	CCCCn1c(CCNC(=O)CCC)nc2ccccc21	0.9	-15.8	-19.1	0.9	1456	3.0
33	Cc1ccc(S(=O)(=O)N/N=C/c2cccc(OC3CSC3)c2)cc1	1	2.5	17.7	1	1515	3.8
34	COc1ccc(NS(=O)(=O)c2cc(NC(=O)CNC(=O)c3ccc(C)s3)ccc2Cl)cc1	1	-3.1	0.1	0.9	1676	-2.3
35	O=C(c1cc([N+](=O)[O-])cc([N+](=O)[O-])c1)N(c1ccccn1)c1ccccn1	0.9	0.6	8.0	0.9	1507	-0.7
36	NS(=O)(=O)c1cccc(NC(=O)CN2CCc3ccccc32)c1	1.4	-27.1	-3.1	1.6	1739	-2.6
37	COc1ccc(C2C(C#N)=C(N)N(c3sc4c(c3C#N)CCCC4)C3=C2C(=O)CC(C)(C)C3)cc1 (stereo not given)	0.9	x	10.5	1	1287	-3.2
38	CCOC(=O)c1cnc2cc(Cl)c(OC)cc2c1NCC1CCCO1 (stereo not given)	1	18.1	4.7	1	1491	-13.0
39	O=C(CNCc1ccco1)Nc1ccc(Oc2ccccc2)cc1	1.1	-11.5	9.7	1.2	1526	2.9
40	Cc1ccc(C(C)C)c(OCC(=O)N/N=C/C2CCCCC2)c1	0.9	-15.1	9.6	0.9	1612	3.6

item	Diaphorase inh	PPARg SRC-1 ag	ROMK primary	Diaphorase act	PPARg SRC-2 ag
31	20.0	5.9	x	0.8	6.4
32	15.0	8.1	x	0.8	0.2
33	13.9	3.9	x	0.9	-7.7
34	24.8	-1.5	x	0.8	-1.9
35	17.4	7.4	x	0.8	7.8
36	17.1	8.2	0.515	0.8	1.7
37	9.7	-4.2	-0.424	0.9	-2.2
38	3.3	-4.2	0.458	1	-10.5
39	5.3	2.6	-0.44	0.9	5.0
40	18.8	3.3	-0.38	0.8	10.5

# Compound activity from PubChem BioAssay.
